# MEKK2 mut-MEK5 = signal of MEK5 binding to mutant human MEKK2 PB1 domain; bead flow cytometry, Alexa488-MEK5 binding to MEKK2 mutant; percent response, % at 10 µM; 290,000 tested, 0.35% active; in the data active = percent response above about 24%, passing the limit was not always enough; note: inactives centre near 1; some results filed as inactive read as strong as hits; reference of the scale not given here
# PHOSPHO1 inh = PHOSPHO1 (human) inhibition. Q8TCT1. recombinant PHOSPHO1, absorbance phosphatase assay. inhibition, % at 13.3 µM. 290,000 tested, 1.1% active. AID 1565; in the data active = inhibition above about 60%
# NALP1 yeast inh = inhibitors of NALP1 inflammasome in yeast. 280,000 tested, 0.61% active. inhibition, % at 10 µM. S. cerevisiae NALP1/ASC/caspase-1 growth, X-gal OD620, 72 h; in the data active = inhibition mostly above about 24%, no sharp cut-off; inactive = mostly below about 32%; note: some compounds called inactive have numbers as strong as hits
# OXTR agonist = activates the human oxytocin receptor. P30559. CHO-OTR cells, Fluo-8 calcium fluorescence; normalized: DMSO 0%, oxytocin 100%. activation, % at 3 µM. 320,000 tested, 0.32% active;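 active = activation above the mean of all tested compounds plus 3 SD, cutoff set per screening run, cut at about 20% in these data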;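 note: peak over basal fluorescence ratio from a 100 s FLIPR kinetic read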
# GPR7 antag = blocks human GPR7 receptor signaling. 290,000 tested, 1.1% active. AID 1861. inhibition, % at 4.4 µM. GPR7-expressing cells, fluorescence antagonist assay. P48145; in the data active = inhibition above about 16%, passing the limit was not always enough;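 note: cells stimulated with the agonist NPW; 0% = agonist with vehicle and 100% = vehicle without agonist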
# MEKK2wt PB1 HTS = raises or lowers MEK5 binding to wildtype human MEKK2 PB1 domain; Q9Y2U5; bead flow cytometry, Alexa488-MEK5 binding to MEKK2 WT; actives lie on both sides; binding response (% of control), % at 10 µM; 290,000 tested, 1.1% active; AID 1531; in the data active = binding response below about 67% or above about 130%
# MEKK3 PB1 HTS = modulators (inhibitors or enhancers) of MEK5 binding to human MEKK3 PB1 domain; AID 1529; binding response (% of control), % at 10 µM; bead-based flow cytometry, Alexa488-MEK5 binding to MEKK3; actives lie on both sides; 0 = blocked by unlabeled MEK5, 100 = vehicle; 290,000 tested, 1.4% active; Q99759;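 active = binding response more than 3 SD above or below the average of its plate-row segment, actives on both sides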;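 note: Alexa488 bead fluorescence after subtracting the streptavidin-only scavenger bead signal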
# Target sequence (Q99759 whole entry, looked up, the tested form may be a part): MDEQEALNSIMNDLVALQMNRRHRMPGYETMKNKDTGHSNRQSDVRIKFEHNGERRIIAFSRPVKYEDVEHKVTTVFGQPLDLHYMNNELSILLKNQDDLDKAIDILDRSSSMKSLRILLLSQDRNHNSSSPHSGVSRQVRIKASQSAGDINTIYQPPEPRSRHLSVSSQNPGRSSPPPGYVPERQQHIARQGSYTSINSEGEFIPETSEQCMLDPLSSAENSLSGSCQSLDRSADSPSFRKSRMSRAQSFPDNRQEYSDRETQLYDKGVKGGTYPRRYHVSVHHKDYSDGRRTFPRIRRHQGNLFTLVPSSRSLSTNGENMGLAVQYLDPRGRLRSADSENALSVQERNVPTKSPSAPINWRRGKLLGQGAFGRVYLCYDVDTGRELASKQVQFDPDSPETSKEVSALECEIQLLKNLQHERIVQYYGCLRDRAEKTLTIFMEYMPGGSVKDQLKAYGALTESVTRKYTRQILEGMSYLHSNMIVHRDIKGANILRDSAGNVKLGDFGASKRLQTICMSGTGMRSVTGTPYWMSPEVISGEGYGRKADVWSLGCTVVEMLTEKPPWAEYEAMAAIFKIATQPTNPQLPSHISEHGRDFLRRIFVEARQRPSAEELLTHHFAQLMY
# V1aR counter = counter-screen for oxytocin receptor agonists: human V1a receptor agonists. CHO-V1R cells, Fluo-8 calcium fluorescence, agonist mode; 0% DMSO, 100% 3 nM vasopressin. P37288. activation, % at 3 µM. AID 2797. 320,000 tested, 0.25% active;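 active = activation above the mean activation of all tested compounds plus 3 SD, per screening run, cut at about 20% in these data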;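 note: signal is peak over basal fluorescence ratio across a 100 second FLIPR read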
# GalR3 antag = human GalR3 antagonism; O60755; HEK293 GalR3-CNG cAMP membrane potential fluorescence; galR3 body fused to GalR1 C-terminus; inhibition, % at 3 µM; AID 651719; 360,000 tested, 0.44% active;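 active = inhibition above the screen-wide average plus 3 SD, cut at about 13% in these data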;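 note: forskolin and galanin both at EC90 stimulate the cells; cAMP rise reported by CNG channel membrane potential dye signal; 0% = forskolin plus galanin with DMSO and 100% = forskolin alone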
# Target sequence (O60755 1-299 limits assumed): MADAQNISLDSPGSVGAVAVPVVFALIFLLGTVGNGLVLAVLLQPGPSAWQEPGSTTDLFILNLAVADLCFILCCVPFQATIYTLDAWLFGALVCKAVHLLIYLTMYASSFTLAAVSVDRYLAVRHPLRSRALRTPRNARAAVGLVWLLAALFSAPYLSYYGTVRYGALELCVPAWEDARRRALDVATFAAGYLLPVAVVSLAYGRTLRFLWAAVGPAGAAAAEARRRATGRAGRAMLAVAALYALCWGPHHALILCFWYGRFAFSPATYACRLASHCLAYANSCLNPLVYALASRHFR
# * marks the source's active call; other numbers are inactive results; · = not tested or not shown; [ ] = remark or other dose.
# Start of the listing, in advance:
SMILES,MEKK2 mut-MEK5,PHOSPHO1 inh,NALP1 yeast inh,OXTR agonist,GPR7 antag,MEKK2wt PB1 HTS,MEKK3 PB1 HTS,V1aR counter,GalR3 antag
CCOC(=O)N(NC(=O)C(O)(c1ccccc1)c1ccccc1)c1ccccc1,13,-6,23,-1.6,31*,108,99,-0.1,-3
Cc1cccc(NC(=O)CNC(=O)COc2ccc(-c3ccc(C#N)cc3)cc2)c1C,-2,10,30,6.1,-2,96,98,7.0,2
COc1ccc(Oc2coc3cc(OC(=O)c4cccs4)ccc3c2=O)cc1,1,38,22,0.3,0,96,101,2.2,0
COCCNC(=O)c1onc(CSc2cc(C)ccc2C)c1C(=O)O,4,17,38,-0.9,0,104,101,0.3,1
Cc1cccc(N2CCN(C(=O)CCN3C(=S)NC(C)(C)CC3C)CC2)c1C (configuration not stated),-11,1,-6,-1.7,20,68,57,0.1,2

# The list itself, repeating the preview:
SMILES,MEKK2 mut-MEK5,PHOSPHO1 inh,NALP1 yeast inh,OXTR agonist,GPR7 antag,MEKK2wt PB1 HTS,MEKK3 PB1 HTS,V1aR counter,GalR3 antag
CCOC(=O)N(NC(=O)C(O)(c1ccccc1)c1ccccc1)c1ccccc1,13,-6,23,-1.6,31*,108,99,-0.1,-3
Cc1cccc(NC(=O)CNC(=O)COc2ccc(-c3ccc(C#N)cc3)cc2)c1C,-2,10,30,6.1,-2,96,98,7.0,2
COc1ccc(Oc2coc3cc(OC(=O)c4cccs4)ccc3c2=O)cc1,1,38,22,0.3,0,96,101,2.2,0
COCCNC(=O)c1onc(CSc2cc(C)ccc2C)c1C(=O)O,4,17,38,-0.9,0,104,101,0.3,1
Cc1cccc(N2CCN(C(=O)CCN3C(=S)NC(C)(C)CC3C)CC2)c1C (configuration not stated),-11,1,-6,-1.7,20,68,57,0.1,2
CCCCCC1CC(CC(=O)Nc2ccc([N+](=O)[O-])cc2)C(=O)O1 (configuration not stated),-1,6,28,-2.6,0,100,100,-1.1,-3
CCC1(C(=O)O)NC(c2cc(OC)ccc2O)C2C(=O)N(Cc3ccccc3)C(=O)C21 (configuration not stated),3,-2,-15,0.3,-14,109,106,0.7,0
O=C(c1cnn2c(C(F)(F)F)cc(-c3ccc4c(c3)OCO4)nc12)N1CCCC1,-10,-4,4,-0.6,-9,70,73,-0.5,-5
Cc1cc(C)c(C(=O)N(C)C2CCCN(Cc3ccccc3F)C2)o1 (configuration not stated),11,33,26,-0.6,-11,115,107,0.1,0
CCCCSc1nnc(CSc2ncccn2)n1C,-11,19,11,1.9,-10,95,102,7.7,-3
COc1ccc(NC(=O)CSc2nnc(-c3cccs3)n2C)cc1OC,-7,13,20,-0.3,-9,94,92,-0.2,-4
C=CCn1c(NC(=O)c2ccc(Br)o2)c(S(=O)(=O)c2ccccc2)c2nc3ccccc3nc21,0,15,-7,5.3,0,93,96,2.8,-3
COC(=O)[C@@H](NCc1cccc(CN([C@H](C(=O)OC)C(C)C)S(C)(=O)=O)c1)C(C)C,0,-13,12,0.6,-11,105,104,-0.6,-9
Cc1ccc(NC(=S)NCc2ccccn2)cc1,4,13,-3,-0.8,-6,103,99,-1.0,-1
CCNC(=S)Nc1ccc(OCc2nc3ccccc3s2)cc1,1,18,-1,1.8,-5,108,109,4.2,4
CCOCCc1nnc(NC(=O)CS(=O)(=O)Cc2ccccc2)s1,-5,6,1,0.6,3,98,101,0.3,-8
CCc1nc(SCC(=O)NCCc2ccc(OC)c(OC)c2)c2c(=O)n(C)c(=O)n(C)c2n1,4,8,·,-0.7,·,106,107,0.4,·
COc1ccc(-n2ncc3c2CC(C)(C)CC3NC(=O)Cc2nonc2C)cc1 (configuration not stated),1,18,7,0.0,-2,101,99,0.3,5
O=c1ccc(-c2ccc(S(=O)(=O)N3CCN(c4ccccc4)CC3)o2)n[nH]1,-2,44,16,1.1,4,94,95,1.9,-7
CCN(CC)c1ccc2c(C)c(-c3ccc(N)cc3)c(=O)oc2c1,·,24,-1,-2.6,2,·,·,-1.6,-6
N#Cc1nc(COc2ccccc2)oc1NCCN1CCOCC1,11,13,7,0.2,4,106,104,0.8,1
O=C(c1cc2cc(F)ccc2[nH]1)N1CCc2ccccc21,5,31,16,·,-10,105,105,·,-7
CCOc1ccc(N2CC(C(=O)Nc3ccc4c(c3)OCCO4)CC2=O)cc1 (configuration not stated),-6,36,12,-1.9,-1,94,94,0.8,-7
CCOC(=O)c1cnc(Nc2nc3ccccc3o2)nc1CSc1ncccn1,3,·,·,-0.1,-18,99,102,0.3,·
COc1ccc(S(=O)(=O)N2CCCC(C(=O)NCC3CCCO3)C2)cc1C (configuration not stated),1,13,-9,-1.4,9,96,98,0.1,-1
O=c1c(-c2ccco2)[n+]([O-])c2ccccc2n1OCc1c(F)cccc1F,1,4,-12,-1.6,4,96,98,-0.6,-4
Cc1cccc2nc3c(nc12)CCCC3,-1,38,2,-0.1,-15,99,97,-0.1,-5
Cc1c(C=O)n(C)n(-c2ccccc2)c1=O,-1,16,0,-0.1,-5,96,97,-0.2,2
C#CC(C)(C)NC(=O)c1sccc1Oc1ccc(F)cc1[N+](=O)[O-],-3,20,-1,-1.5,-4,94,99,-0.7,-6
Cc1c(Cl)cccc1NC(=S)N1CCc2ccccc2C1,-12,47,8,-1.6,15,92,95,0.4,-2
C[C@H](NC(=O)[C@H]1N2C(=O)c3ccccc3C2SC1(C)C)C(=O)N1CCC[C@H]1CO (some centres not stated),-3,24,-76,0.3,-2,97,99,0.0,-2
CC(C)(C)CC(=O)Nc1nnc(C(F)(F)F)s1,3,2,-7,-1.4,-15,112,112,-1.0,-1
O=C(NCCN1CCCCC1)c1cc(OCC(F)(F)F)ccc1OCC(F)(F)F,5,-6,9,-1.0,-12,107,102,-0.3,-4
COc1ccc(-c2nc(CS(=O)(=O)CC(=O)NCc3ccc4c(c3)OCO4)c(C)o2)cc1,-1,-4,8,-0.5,-5,99,99,-0.1,3
Cc1cc(C)n(CC(C)NCc2cn[nH]c2-c2cccc3ccccc23)n1 (configuration not stated),-5,-3,-4,0.5,3,98,98,-1.1,-5
CC(C)Nc1nc2cccnc2s1,9,12,·,-0.4,0,104,105,0.3,-6
CCCOCCOC(=O)C1=C(C)NC(=O)NC1c1cc(Cl)c(O)c(OC)c1 (configuration not stated),-28,1,0,0.3,-10,-2.0*[inhibitor],1.0*[inhibitor],0.3,0
CCOC(=O)C1(CCCc2ccccc2)CCN(Cc2cnc(C)s2)CC1,-10,23,12,1.8,-1,87,98,2.8,0
COCCn1c(SC(C)C(=O)Nc2ccc(Cl)cn2)nnc1-c1ccncc1 (configuration not stated),-2,40,-4,0.1,-13,97,101,-0.5,3
O=C(Nc1ccc(Cl)c(C(F)(F)F)c1)c1ccco1,-9,-28,27,-1.1,-9,88,83,-1.8,0
CCOC(=O)C(C)/C(C)=N\Nc1ccc([N+](=O)[O-])cc1[N+](=O)[O-] (configuration not stated),4,-13,4,10,-8,102,98,5.6,-5
C[C@H](NC(=O)NCc1ccc(F)cc1)C(=O)O,-2,-1,23,0.5,-23,98,102,1.2,2
[N-]=[N+]=CC(=O)C(c1ccccc1)(c1ccccc1)c1ccccc1,-7,3,·,-2.4,-21,96,99,-1.0,-3
O=C(Nc1ccccc1F)c1ccc(Br)o1,-3,16,22,-1.0,-5,98,103,-0.8,-4
CC(=O)NC1C(=O)N=C(SCc2ccccc2)NC1=O (configuration not stated),-2,3,1,0.4,2,95,92,0.7,-3
CCOc1ccc(NC(=S)NC(=O)/C=C/c2ccc(Br)cc2)c([N+](=O)[O-])c1,-18,25,·,-1.1,13,90,87,-0.6,-2
Cc1ccccc1OCC(=O)NCCNC(=O)c1ccncc1,-10,2,16,0.7,0,91,94,1.1,-1
CN(CC(=O)Nc1ccccc1F)CC(=O)Nc1ccccc1Br,-1,24,16,-0.7,-8,112,116,0.6,-6
Cn1c(CO)cnc1SCC(=O)c1ccc(F)cc1,2,28,13,-0.8,-9,106,104,0.4,-10
COc1cc(OC)c(OC)cc1/C=N/NC(=O)c1ccc2nc[nH]c2c1,-16,-1,10,0.2,1,88,92,0.3,-4

# Continued:
SMILES,MEKK2 mut-MEK5,PHOSPHO1 inh,NALP1 yeast inh,OXTR agonist,GPR7 antag,MEKK2wt PB1 HTS,MEKK3 PB1 HTS,V1aR counter,GalR3 antag
CCCS(=O)(=O)N1CCCC(C(=O)c2cccc(Cl)c2)C1 (configuration not stated),-4,22,9,-2.5,-7,99,96,-0.2,2
O=S(=O)(CCc1ccncc1)c1ccc(Cl)cc1,-5,42,18,1.4,-3,96,101,3.6,-8
COc1ccc(CCNC(=O)C2CC(=O)N(c3ccc(F)cc3)C2)cc1OC (configuration not stated),-3,-1,9,-0.3,1,98,98,-1.6,-4
CCOC(=O)NC(=O)c1cn(-c2ccc(OC)cc2)c(=O)[nH]c1=O,5,31,8,0.1,-18,103,102,-0.8,-10
Cc1ccc(C(C)C)c(OCC(O)CN2CCN(CCO)CC2)c1 (configuration not stated),4,-26,7,1.3,0,113,106,0.8,-10
CC(=O)Nc1ccc(S(=O)(=O)N[C@@H](C)C(=O)Nc2ccc(N3CCOCC3)cc2)cc1,-1,3,20,-0.6,3,98,97,1.1,-1
O=C(COC(=O)c1cc[n+]([O-])cc1)Nc1cccc(Cl)c1Cl,-1,16,-2,0.8,-4,95,100,0.2,-5
O=C(CCC1CCCCC1)Nc1ccc(S(=O)(=O)Nc2nccs2)cc1,-7,14,-2,0.4,-9,94,93,0.3,-5
O=C(CN1CCN(Cc2ccccc2)CC1)NCc1ccc(Cl)cc1,18,39,11,0.5,-8,118,109,0.6,-7
CCn1cc(C(=O)N2CC(C)CC(C)C2)c(=O)c2cc(S(=O)(=O)N3CCCC3)ccc21 (configuration not stated),-8,52,29,1.1,-3,97,94,1.2,-2
CN(C)S(=O)(=O)c1ccc(C(=O)Oc2ccccc2)cc1,0,7,10,2.5,-7,97,98,2.1,1
Cc1ccc(-n2c(SCC(N)=O)nnc2-c2cnccn2)cc1,3,33,-1,0.4,-17,102,98,1.1,8
O=C(O)c1cccc2c1C(=O)N(C1CCCC1)C2,4,·,5,0.3,-2,102,98,-0.2,-7
CCc1cccc(NC(=O)c2cccc3c2C(=O)N(CC2CCCO2)C3)c1 (configuration not stated),0,12,14,-0.3,-4,98,100,-0.9,·
CCCN(C(=O)c1ccc2c(SCC(=O)O)c3c(nc2c1)CCC3)c1cccc(C)c1,1,14,-2,-1.0,-5,98,103,0.2,0
O=C(Nc1nnc(C2CC2)o1)c1ccc(S(=O)(=O)N2CCc3ccccc3C2)cc1,-3,11,-23,-1.6,1,95,98,-0.9,-5
C/C(=N\Nc1ccccc1C(=O)O)c1ccncc1,1,10,11,0.6,-8,102,100,0.0,-7
Cc1ccc(-c2cc(C(F)(F)F)n3nc(C(=O)NCCCn4ccnc4)cc3n2)cc1C,12,3,20,-0.3,-18,116,103,-1.0,-6
CCOc1cc(C2Nc3ccccc3NC3=C2C(=O)CC(C)(C)C3)ccc1O (configuration not stated),7,24,-4,-1.2,-9,109,104,0.8,-3
CCOC(=O)CSC1=C(C#N)C(c2sccc2C)C(C(C)=O)=C(C)N1 (configuration not stated),-4,-119,-6,-2.1,2,96,97,-0.3,-8
Fc1ccccc1NC(=S)N1CCN(c2ccccn2)CC1,-1,-21,27,-1.1,-6,96,101,0.2,-3
CCC(=O)Nc1nnc(SCC(=O)NC2CCCC2)s1,-1,36,8,-0.2,-19,101,100,-0.1,-10
CC(=O)c1ccc(OCCCC(=O)Nc2cc(Cl)ccc2-n2cncn2)cc1,-5,11,22,0.1,6,99,99,1.4,2
Cc1ccccc1NC(=O)C(NC1CCCCC1)C(C)C (configuration not stated),-11,28,4,-2.2,0,82,95,-1.4,-5

# Compounds as they come; any-hit rate near 5.4%.
